High-throughput results deposited in PubChem by several laboratories.
GPR35 arrestin U2OS – inhibition of zaprinast-stimulated GPR35 beta-arrestin translocation – imaging, U2OS, beta-arrestin-GFP, zaprinast agonist, primary screen (AID 2058); U2OS GPR35 beta-arrestin-GFP translocation imaging, zaprinast antagonism; higher % means a stronger effect; inhibition, % at 10 µM; hits with a dose series show IC50 in µM; 0.052% of 290,000 active;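 active = inhibition of at least 50% with at least 30 cells and total cytoplasm GFP at most 10,000,000; inconclusive = under 30 cells or total GFP of 10,000,000 plus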
West Nile virus CPE – inhibition of WNV-induced cytopathic effect – cell-based, CPE readout (AID 1621) | West Nile virus-infected cells, CPE inhibition; higher % means a stronger effect | CPE inhibition, % at 10 µM; hits with a dose series show IC50 in µM | 0.02% of 290,000 active; in the data active = a potency from the dose series; inconclusive = CPE inhibition mostly from about 3.7% at the one dose, without a potency; inactive = the rest, 99 in 100 with CPE inhibition below about 2.2%; also: strong numbers were not always called active
Large T inhibition – TAg ATPase/helicase activity blockers – biochemical (AID 1903); 0.39% of 310,000 active; inhibition, % at 20 µM; hits with a dose series show IC50 in µM; SV40 large T antigen ATPase/helicase inhibition assay; higher % means a stronger effect; in the data active = a potency from the dose series; inconclusive = inhibition mostly from about 32% at the one dose, without a potency; inactive = the rest, 99 in 100 with inhibition below about 32%; also: strong numbers were not always called active
NS5 inhibitors – flavivirus cap methylation enzyme inhibition – biochemical, confirmation dose response, primary screen (AID 588689). Dengue-2 NS5 methyltransferase capping enzyme assay, biochemical; higher % means a stronger effect. inhibition, % at 25 µM, or IC50 in µM where a hit was titrated. 0.3% of 340,000 active; in the data active = a potency from the dose series; inconclusive = inhibition above about 29% without an active follow-up result
ER stress rescue – protection against thapsigargin-triggered cell killing – 384-well, CSM14.1, ATP luminescence, primary screen (AID 1222). 190,000 tested, under 10 active. cellular ATP content (survival), % at 20 µM, or EC50 in µM where a hit was titrated. CSM14.1 thapsigargin-induced death rescue, ATP luminescence; higher % means a stronger effect;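 active = EC50 below 50 µM in the dose-response confirmation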;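 also: death triggered by thapsigargin at about 15 µM added after 2 h compound pretreatment; cell ATP read after overnight thapsigargin exposure of roughly 18 to 22 hours; normalized against plate controls of thapsigargin alone and 5% DMSO vehicle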
Rac1 GTP hydrolysis – MgcRacGAP GTPase-activating activity inhibitors, confirmation, biochemical, ADP Hunter fluorescence. MgcRacGAP-stimulated Rac1 GTP hydrolysis, ADP Hunter fluorescence; higher % means a stronger effect; GST-tagged Rac1 F28L mutant substrate. inhibition, % at 30 µM, or IC50 in µM where a hit was titrated. 0.6% of 340,000 active;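 active = first-screen hits whose inhibition reached a set limit at any dose in the follow-up dose series; inconclusive = inhibition above the set first-screen limit but never retested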;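 also: fluorescence reports GDP produced by GAP-driven GTP hydrolysis; strong numbers were not always called active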
LYP phosphatase – inhibitors of LYP phosphatase, biochemical, fluorescence intensity, uHTS (AID 1779). recombinant LYP phosphatase, fluorescence intensity; higher % means a stronger effect. inhibition, % at 11.5 µM, or IC50 in µM where a hit was titrated. 0.054% of 290,000 active; in the data active = inhibition above about 50%;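 also: plate controls were vehicle with enzyme for no effect and no enzyme for full effect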
PhoP inhibition – inhibitors of PhoP regulon expression, primary screen, Salmonella Typhimurium, GFP reporter (AID 1863); S. Typhimurium PhoP-regulated promoter GFP reporter, 4 h; higher % means a stronger effect; inhibition, % at 50 µM; hits with a dose series show IC50 in µM; 0.16% of 300,000 active;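 active = inhibition over 29.93%, a cutoff 3 SD above the screen mean, later confirmed by dose response; inconclusive = inhibition over 29.93% but no dose response follow-up; inactive = inhibition at most 29.93% or unconfirmed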;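 also: 0% = low Mg2+ inducing control and 100% = high Mg2+ repressing control; strong numbers were not always called active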
RSV antiviral HEp-2 – inhibition of RSV-induced cytopathic effect – HEp-2 cells, primary 10 µM value included (AID 2391); HEp-2 cells, RSV-induced CPE inhibition; higher % means a stronger effect; CPE inhibition, % at 10 µM, or IC50 in µM where a hit was titrated; 0.13% of 310,000 active; in the data active = a potency from the dose series; inconclusive = CPE inhibition mostly from about 23% at the one dose, without a potency; inactive = the rest, 99 in 100 with CPE inhibition below about 21%; also: strong numbers were not always called active
The depositor's hits bear a star; ? = inconclusive; / = no result given.

Start of the data: the first nine records, to show the layout:
SMILES,GPR35 arrestin U2OS,West Nile virus CPE,Large T inhibition,NS5 inhibitors,ER stress rescue,Rac1 GTP hydrolysis,LYP phosphatase,PhoP inhibition,RSV antiviral HEp-2
Cc1cc(=O)oc2c3c(cc(OCC(=O)NCc4cccnc4)c12)OC(C)(C)CC3,11%,-0.5%,3%,4%,/,0%,-25%,11%,/
CSc1ccccc1NC(=O)CSc1nnnn1-c1ccccc1SC,0%,-0.8%,3%,-13%,-0.6%,9%,-2%,26%,2.3%
COc1ccc(NC(=S)Nc2ccc(Oc3ccccc3)cc2)cc1,-7%,-0.3%,14%,-5%,-0.9%,12%,4%,1%,0.1%
Cc1cc(C)c2nc(N3CCC(C(=O)NCc4ccccn4)CC3)sc2c1,-3%,-0.1%,17%,-3%,1.7%,10%,-6%,3%,-0.3%
Cc1cccc(NC(=S)N2CCCC2)c1,-3%,0.6%,10%,-7%,/,4%,-8%,10%,2.3%
CCOc1ccccc1Nc1cc(C)c2cccc(C)c2n1,0%,-1.0%,8%,-3%,/,15%,-6%,4%,12%
COc1ccc(C(=O)CSc2cc(C)nc3nc(C)nn23)cc1OC,6%,0.2%,0%,-4%,-0.2%,6%,-13%,-11%,-0.1%
CCCCNC(=O)CN1C(=O)NC2NC(=O)NC21 (stereo not drawn),13%,0.0%,-1%,-4%,-2.0%,3%,-9%,-3%,0.6%
O=C(Cc1ccccc1C(=O)O)Nc1cccc2ccccc12,0%,1.4%,3%,-2%,/,4%,-7%,-1%,1.4%

The list itself, repeating the preview:
SMILES,GPR35 arrestin U2OS,West Nile virus CPE,Large T inhibition,NS5 inhibitors,ER stress rescue,Rac1 GTP hydrolysis,LYP phosphatase,PhoP inhibition,RSV antiviral HEp-2
Cc1cc(=O)oc2c3c(cc(OCC(=O)NCc4cccnc4)c12)OC(C)(C)CC3,11%,-0.5%,3%,4%,/,0%,-25%,11%,/
CSc1ccccc1NC(=O)CSc1nnnn1-c1ccccc1SC,0%,-0.8%,3%,-13%,-0.6%,9%,-2%,26%,2.3%
COc1ccc(NC(=S)Nc2ccc(Oc3ccccc3)cc2)cc1,-7%,-0.3%,14%,-5%,-0.9%,12%,4%,1%,0.1%
Cc1cc(C)c2nc(N3CCC(C(=O)NCc4ccccn4)CC3)sc2c1,-3%,-0.1%,17%,-3%,1.7%,10%,-6%,3%,-0.3%
Cc1cccc(NC(=S)N2CCCC2)c1,-3%,0.6%,10%,-7%,/,4%,-8%,10%,2.3%
CCOc1ccccc1Nc1cc(C)c2cccc(C)c2n1,0%,-1.0%,8%,-3%,/,15%,-6%,4%,12%
COc1ccc(C(=O)CSc2cc(C)nc3nc(C)nn23)cc1OC,6%,0.2%,0%,-4%,-0.2%,6%,-13%,-11%,-0.1%
CCCCNC(=O)CN1C(=O)NC2NC(=O)NC21 (stereo not drawn),13%,0.0%,-1%,-4%,-2.0%,3%,-9%,-3%,0.6%
O=C(Cc1ccccc1C(=O)O)Nc1cccc2ccccc12,0%,1.4%,3%,-2%,/,4%,-7%,-1%,1.4%
CCNC(=O)n1nccc1C(C)Oc1ccccc1 (stereo not drawn),0%,-0.6%,2%,-4%,-0.7%,4%,-4%,9%,0.4%
COc1ccc(CCNC(=O)CCC(=O)NC2CCCCC2)cc1OC,4%,0.2%,5%,-5%,/,0%,-9%,21%,0.0%
COc1ccc(C(=O)NCC(=O)N2CCN(c3ccccc3)CC2)cc1,-7%,-0.6%,4%,-4%,/,7%,-14%,-4%,1.1%
CCCCc1nnc(NC(=O)Cn2cnc3ccccc3c2=O)s1,-5%,-0.1%,4%,-4%,-0.6%,4%,-5%,-5%,-0.4%
Cc1cccc(C)c1-n1c(C)cc(/C=C2\NC(=O)NC2=O)c1C,14%,-1.1%,4%,-7%,-1.9%,1%,-2%,2%,8.7µM*
COc1ccc(Cc2ccc(OC)c(N)c2)cc1N,2%,-0.5%,24%,-4%,-0.6%,25%,-10%,21%,0.5%
O=C1CSC(c2cn(-c3ccccc3)nc2-c2ccc3c(c2)OCCO3)N1CCN1CCOCC1 (stereo not drawn),13%,-0.2%,6%,-7%,-0.2%,10%,-10%,-7%,3.2%
Cc1ccc(Oc2ccccc2)c(NC=O)c1,17%,1.3%,20%,-8%,-1.4%,14%,-5%,1%,-0.1%
FC(F)(F)c1nc2ccccc2n2c(-c3c(Cl)cccc3Cl)nnc12,2%,/,14%,3%,2.9%,-7%,-5%,-1%,2.0%
CNC(=O)c1[nH]nc2c1CCc1ccccc1-2,-5%,-0.3%,23%,8%,/,4%,-10%,12%,1.0%
COc1ccc(C(CNC(=O)c2sccc2C)N2CCOCC2)cc1 (stereo not drawn),/,/,27%,-9%,/,11%,/,8%,-2.1%
COc1ccc(Cl)cc1S(=O)(=O)N1CCC(C(=O)NCCC2=CCCCC2)CC1,-8%,0.0%,0%,-2%,/,8%,-3%,2%,5.8%
N#Cc1cc2c(nc1SCC(=O)Nc1sc3c(c1C#N)CCC3)CCCCC2,18%,0.6%,21%,-4%,0.1%,13%,2%,24%,2.0%
CCOC(=O)C1(Cc2ccc(Cl)cc2)CCN(C(=O)c2cc(C)nc(C)n2)CC1,2%,-1.0%,6%,-6%,0.3%,2%,-2%,8%,-1.3%
O=[N+]([O-])c1ccc2nc(N3CCCC3)sc2c1,-10%,-2.0%,8%,1%,/,9%,-4%,-6%,12%
COc1ccc(C(=O)N2CCOC23CCN(c2ncccn2)CC3)cc1,6%,0.7%,1%,-1%,1.4%,0%,-8%,-3%,-0.1%
COc1cc(/C=N/n2c(-c3cc(C)[nH]n3)n[nH]c2=S)ccc1O,1%,2.9%,?,-3%,/,?,-2%,-6%,1.6%
Cc1ccc(C(c2nnnn2CS(=O)(=O)c2ccc(C)cc2)N2CCN(c3ncccn3)CC2)cc1 (stereo not drawn),-12%,-0.9%,13%,-8%,1.4%,4%,11%,4%,15%
CCN(CC)S(=O)(=O)c1cc(NC(=O)c2cc(-c3ccccn3)nc3ccccc23)ccc1C,-6%,0.1%,2%,-10%,-2.1%,8%,6%,-3%,4.3%
CCN1CCN(c2nc(Nc3ccc(C)c(C)c3)nc(N)c2[N+](=O)[O-])CC1,6%,-0.1%,5%,1%,-1.4%,17%,2%,1%,2.1%
CCN(CC)C(=O)CSc1nc2ncc(Cl)cc2[nH]1,-3%,0.2%,11%,6%,-1.7%,7%,-12%,1%,1.7%

(continued)
SMILES,GPR35 arrestin U2OS,West Nile virus CPE,Large T inhibition,NS5 inhibitors,ER stress rescue,Rac1 GTP hydrolysis,LYP phosphatase,PhoP inhibition,RSV antiviral HEp-2
CCCn1c(=O)[nH]c2ccccc21,12%,0.4%,3%,0%,-1.6%,13%,-3%,-8%,0.0%
CCCCn1nnc(NC(=O)c2ccc(-c3ccccc3[N+](=O)[O-])o2)n1,-3%,-0.5%,2%,-17%,-1.5%,9%,-4%,-8%,1.2%
Cc1ccnc(NC(=O)c2cccc(NC(=O)COc3ccccc3)c2)c1,4%,-0.2%,0%,-3%,-1.4%,9%,-8%,20%,0.7%
Cc1cccc(OCC(=O)NNC(=O)C2CCN(c3ncnc4sc(C)c(C)c34)CC2)c1,/,/,3%,-4%,/,12%,/,-10%,7.6%
O=C(C1=C(O)C(=O)N(CC2CCCO2)C1c1cccc(Cl)c1)c1ccco1 (stereo not drawn),8%,0.1%,10%,-7%,/,-5%,-1%,-5%,0.3%
CCOc1ccc(NC(=O)CN(C)C(=O)/C=C/c2ccc(S(=O)(=O)N3CCCCCC3)cc2)cc1OCC,/,/,7%,-1%,/,4%,/,-8%,-1.8%
COCCNS(=O)(=O)c1ccc2c(c1)oc(=O)c1cc(S(=O)(=O)NCCOC)ccc12,29%,/,5%,/,-0.7%,/,2%,5%,1.7%
O=C/C(=C\Nc1ccc(S(=O)(=O)CCO)cc1)c1nc2cc(Cl)ccc2o1,7%,-0.2%,9%,-1%,0.9%,3%,-4%,0%,1.4%
C=CCN1C(=O)C(CC(=O)O)SC1=Nc1ccc(N=Nc2ccccc2)cc1 (stereo not drawn),-10%,0.2%,20%,13%,-2.3%,1%,6%,-5%,3.2%
O=C(Nc1ccc(F)cc1F)c1cccn1-c1ncc(C(F)(F)F)cc1Cl,-9%,-1.2%,9%,-7%,0.0%,-1%,0%,0%,0.7%
Cc1ccc(OC(=O)CCC(=O)OCCCC(F)(F)C(F)(F)F)cc1,-16%,-0.1%,/,-6%,/,9%,4%,10%,0.5%
CC(=O)C1=C(O)C(=O)N(c2ccc(O)cc2)C1c1cccc(F)c1 (stereo not drawn),-9%,0.3%,19%,-1%,/,13%,2%,-5%,1.3%
CCCc1cc(=O)n2[nH]c(-c3cc(OC)c(OC)c(OC)c3)nc2n1,-19%,0.2%,9%,-1%,-0.8%,6%,0%,0%,3.6%
CC(C)N(CCCNC(=O)C1CCN(S(=O)(=O)N2CCOCC2)CC1)Cc1ccccc1,12%,/,-3%,-2%,3.5%,15%,-7%,0%,-0.6%
CCOc1ccc(S(=O)(=O)Nc2ccccn2)c2ccccc12,-1%,-0.2%,16%,-3%,-1.1%,4%,-6%,5%,-0.6%
Cc1ccc(S(=O)(=O)N2CCCC(C(=O)NNCC(=O)Nc3cc(F)ccc3F)C2)cc1 (stereo not drawn),0%,?,6%,-6%,0.1%,-4%,-8%,-7%,3.1%
CCOC(=O)C(C)N1C(=O)S/C(=C/c2cc(C)n(-c3ccncc3)c2C)C1=O (stereo not drawn),-9%,-0.7%,7%,-11%,-0.8%,12%,-2%,-3%,?
COC(=O)c1c(C(=O)OC)c(-c2ccc(F)cc2)n2c1CS(=O)(=O)C2,6%,-0.6%,15%,1%,/,4%,-7%,7%,0.1%
CCC(=O)NC(=S)Nc1ccc(NC(=O)c2ccccc2[N+](=O)[O-])cc1,2%,-1.1%,23%,6%,3.2%,11%,-7%,1%,3.2%
COc1cc(/C=N/NC(=O)c2ccc3nc[nH]c3c2)cc(OC)c1OC,-11%,0.3%,9%,/,/,/,5%,3%,1.6%
COc1ccc(-c2[nH]ncc2CN2CCCO2)cc1F,-15%,-0.2%,6%,-1%,-0.1%,-2%,-9%,-7%,0.6%
Cc1cc(SCC(=O)NC2CCCC2)nc2ccccc12,12%,-0.1%,11%,-6%,/,6%,-5%,-3%,2.8%
O=C(NC(=S)NCc1cccnc1)c1cc2ccccc2o1,4%,0.3%,22%,/,/,4%,2%,-6%,0.0%
